TIM10 inh: TIM10 yeast growth inhibition; S. cerevisiae TIM10 strain growth, BacTiter-Glo luminescence, 24 h; inhibition, % at 10 µM; 330,000 compounds, 1.4% hits;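 active = inhibition of 40% or more at the single tested concentration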;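 also: wild-type TIM10 isogenic control strain grown at permissive 25 °C; 0% = DMSO yeast wells and 100% = minimal medium wells without yeast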
mIAP inh: blocks mouse intestinal alkaline phosphatase; inhibition, % at 10 µM; purified mouse IAP, CDP-Star luminescence, 30 min; 330,000 compounds, 0.2% hits;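 active = inhibition of at least 40% at 10 µM in the primary screen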;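 also: plate controls were DMSO with enzyme for no effect and no enzyme wells for full effect; values of inactives mirror those of a sister screen read the other way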
A3A deaminase: inhibitors of human APOBEC3A DNA deaminase. P31941. inhibition, % at 20 µM. recombinant A3A, FAM/TAMRA ssDNA deamination fluorescence. AID 493011. 330,000 compounds, 0.41% hits;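 active = at least 40% inhibition at 20 µM here, with at most 30% in a related deaminase screen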;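 also: plate controls were A3A with DMSO for no effect and wells lacking A3A enzyme for full effect; some results filed as inactive read as strong as hits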
A3G deaminase: blocks human APOBEC3G single-stranded DNA deamination; Q9HC16; recombinant A3G, ssDNA deamination FAM/TAMRA fluorescence; inhibition, % at 20 µM; 330,000 compounds, 0.28% hits; AID 493012;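 active = inhibition of at least 40% at 20 µM, with no more than 30% in the related APOBEC3A deaminase screen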;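 also: plate controls were DMSO wells with A3G for no effect and wells lacking A3G enzyme for full effect; some compounds called inactive have numbers as strong as hits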
Target sequence (Q9HC16 whole entry, looked up): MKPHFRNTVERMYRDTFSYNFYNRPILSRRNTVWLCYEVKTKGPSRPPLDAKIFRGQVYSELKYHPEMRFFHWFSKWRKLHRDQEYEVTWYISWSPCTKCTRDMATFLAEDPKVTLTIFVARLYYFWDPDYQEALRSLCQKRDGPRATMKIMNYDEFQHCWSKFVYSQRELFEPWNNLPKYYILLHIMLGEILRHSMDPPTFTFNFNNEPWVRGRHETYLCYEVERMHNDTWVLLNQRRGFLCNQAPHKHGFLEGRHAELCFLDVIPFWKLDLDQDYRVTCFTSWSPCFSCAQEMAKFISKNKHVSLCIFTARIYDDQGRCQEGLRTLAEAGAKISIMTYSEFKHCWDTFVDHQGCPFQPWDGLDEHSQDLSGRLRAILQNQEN
hIAP block: human IAP inhibition; AID 2544; purified IAP, CDP-Star luminescence, 30 min; 330,000 compounds, 0.12% hits; inhibition, % at 10 µM; P09923;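 active = inhibition reaching a set limit with compound at 10 µM in the primary screen, cut at about 35% in these data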;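 also: plate controls were DMSO wells with enzyme for no effect and no-enzyme buffer wells for full effect; values of inactives mirror those of a sister screen read the other way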
Target sequence (P09923 whole entry, looked up): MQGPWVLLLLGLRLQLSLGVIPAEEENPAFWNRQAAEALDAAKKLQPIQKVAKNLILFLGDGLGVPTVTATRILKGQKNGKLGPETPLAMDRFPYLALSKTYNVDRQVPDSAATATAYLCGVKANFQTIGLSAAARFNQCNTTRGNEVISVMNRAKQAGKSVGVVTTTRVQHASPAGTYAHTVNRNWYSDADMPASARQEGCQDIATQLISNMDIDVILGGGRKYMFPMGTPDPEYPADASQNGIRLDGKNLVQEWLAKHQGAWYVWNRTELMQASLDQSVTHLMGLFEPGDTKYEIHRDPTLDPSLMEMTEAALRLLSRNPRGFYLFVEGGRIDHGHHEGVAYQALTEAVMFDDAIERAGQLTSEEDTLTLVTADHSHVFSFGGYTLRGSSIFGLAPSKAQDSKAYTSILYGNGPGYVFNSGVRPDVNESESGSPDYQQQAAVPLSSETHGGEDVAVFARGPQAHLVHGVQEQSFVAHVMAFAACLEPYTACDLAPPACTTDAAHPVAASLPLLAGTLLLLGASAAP
beta cell repl: inducers of beta-cell replication in MIN6 cells | proliferation, % at 10 µM | AID 2380 | MIN6 cells proliferation, ATPlite luminescence, 48 h; cells starved in 0.2% serum; 100% = growth in 10% serum | 330,000 compounds, 0.29% hits;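 active = compounds whose signal lies at least 3.5 SD above the mean of all wells on their plate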;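 also: 0% = DMSO-treated cells in low-serum medium and 100% = 10% serum control; some compounds called inactive have numbers as strong as hits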
mIAP activ: increases mouse intestinal alkaline phosphatase activity. 330,000 compounds, 0.24% hits. muIAP, CDP-Star luminescence, 30 min; stronger effect = higher value; 1 = vehicle-only enzyme signal, 0 = enzyme-free wells. activation factor at 10 µM;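 active = activation factor of at least 2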; also: the source names both 10 and 20 µM as test concentration; values of inactives mirror those of a sister screen read the other way
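System: mouse IAP enzyme. Reagent: CDP-Star chemiluminescent phosphatase substrate. Benchmarks: DMSO wells, no-enzyme wells. Times: 30 min enzyme-substrate-compound incubation at room temperature. Detection: luminescence from enzymatic CDP-Star hydrolysis. Doses: test compounds delivered from DMSO solution.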
NLRP3 yeast inh: NALP3 inhibition in yeast. Yeast reconstituted NLRP3/ASC/caspase-1, beta-gal luminescence, 24 h. 330,000 compounds, 0.39% hits. inhibition, % at 10 µM. AID 2825;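 active = inhibition of 50% or more; inactive = inhibition below 50%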;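 also: plate controls were induced DMSO wells for no effect and uninduced yeast grown without galactose for full effect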
tim10-1 inh: growth inhibitors of tim10-1 mutant yeast | inhibition, % at 20 µM | AID 463190 | S. cerevisiae tim10-1 ts strain growth, BacTiter-Glo, 24 h | 330,000 compounds, 2.2% hits;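 active = inhibition of at least 40%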;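 also: mutant grown at 25 °C; 0% = DMSO wells with yeast and 100% = wells holding no yeast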
The depositor's hits bear a star. Rows were taken by chance; any-hit rate near 4.6%.

Sample of the layout:
SMILES	TIM10 inh	mIAP inh	A3A deaminase	A3G deaminase	hIAP block	beta cell repl	mIAP activ	NLRP3 yeast inh	tim10-1 inh
COc1ccc(N2CCN(Cc3cc(=O)oc4cc(-c5ccccc5)c(O)cc34)CC2)cc1	-3	-8	-5	-1	1	-2	1.1	15	6
Cc1cccnc1NC(=O)CSc1ccc2c(c1)OCCO2	3	4	-1	-8	6	-1	0.96	13	-4
COc1ccc(N2CCN(C(=O)c3ccc(S(=O)(=O)N4CCOCC4)cc3)CC2)cc1	15	6	-1	-8	-1	-1	0.94	-3	10
COc1ccc(NC(=O)c2cccc(N3C(=O)C4CC=C(C)CC4C3=O)c2)c(OC)c1 (stereo not drawn)	19	-2	-3	-10	8	2	1	12	9
Cc1cc2nnc(SCC(=O)N(C)C3CCS(=O)(=O)C3)n2c2ccccc12 (stereo not drawn)	-5	7	-16	-5	-8	-1	0.93	-4	-11
CCc1ccc(N2C(=O)Cc3c2nc(N)c(C#N)c3N)cc1	-6	17	2	-7	0	-1	0.83	-1	18
O=C(Nn1cnc2ccccc2c1=O)c1ccc(F)cc1Cl	-7	6	3	2	-3	-3	0.94	13	-3

The list itself, from the start:
SMILES	TIM10 inh	mIAP inh	A3A deaminase	A3G deaminase	hIAP block	beta cell repl	mIAP activ	NLRP3 yeast inh	tim10-1 inh
COc1ccc(N2CCN(Cc3cc(=O)oc4cc(-c5ccccc5)c(O)cc34)CC2)cc1	-3	-8	-5	-1	1	-2	1.1	15	6
Cc1cccnc1NC(=O)CSc1ccc2c(c1)OCCO2	3	4	-1	-8	6	-1	0.96	13	-4
COc1ccc(N2CCN(C(=O)c3ccc(S(=O)(=O)N4CCOCC4)cc3)CC2)cc1	15	6	-1	-8	-1	-1	0.94	-3	10
COc1ccc(NC(=O)c2cccc(N3C(=O)C4CC=C(C)CC4C3=O)c2)c(OC)c1 (stereo not drawn)	19	-2	-3	-10	8	2	1	12	9
Cc1cc2nnc(SCC(=O)N(C)C3CCS(=O)(=O)C3)n2c2ccccc12 (stereo not drawn)	-5	7	-16	-5	-8	-1	0.93	-4	-11
CCc1ccc(N2C(=O)Cc3c2nc(N)c(C#N)c3N)cc1	-6	17	2	-7	0	-1	0.83	-1	18
O=C(Nn1cnc2ccccc2c1=O)c1ccc(F)cc1Cl	-7	6	3	2	-3	-3	0.94	13	-3
CC(C)CCC1(CCNC(=O)c2cccs2)CCOC(C)(C)C1 (stereo not drawn)	10	2	0	-2	19	1	0.98	-2	19
CCOC(=O)C(=O)Nc1nc(-c2ccccc2)c(-c2ccccc2)o1	12	-5	0	-4	-17	-2	1	-34	23
COC(=O)C(CCSC)NC(=O)CNS(=O)(=O)c1ccc(Br)cc1 (stereo not drawn)	6	5	-3	1	-8	2	0.95	21	3
COc1ccc(OC)c(S(=O)(=O)N2CCCC(C(=O)NCc3ccco3)C2)c1 (stereo not drawn)	-2	-4	1	-6	1	-3	1	0	-1
O=C(CSc1nc2c(oc3ccccc32)c(=O)n1CC1CCCO1)NCc1ccc(F)cc1 (stereo not drawn)	7	-3	1	-2	17	9	1	16	3
O=C(Nc1ccc2c(c1)OCO2)N1CCOCC1	-6	2	0	0	-9	-1	0.98	16	-1
CCOc1ccc2c(c1)cc(CN(C(=O)CC)C1CCCCC1)c1nnnn12	15	-5	-6	-4	11	-3	1.1	9	20
CCOC(=O)C1CCN(C(=O)C2CC(=O)N(c3ccc(C)cc3)C2)CC1 (stereo not drawn)	-15	-7	-2	-4	-5	-2	1.1	15	8
CN(c1ccccc1)S(=O)(=O)c1cccc(NC(=O)C2CC(=O)N(Cc3ccccc3)C2)c1 (stereo not drawn)	-6	-27	6	7	-14	-4	1.3	18	7
CCOC(=O)C1CCN(C(=O)c2cc(OCC)c(OCC)c(OCC)c2)CC1	9	-12	-8	-7	-4	0	1.1	14	33
N#CCCN(C(=O)COC(=O)C1CCN(S(=O)(=O)c2ccc3c(c2)OCCO3)CC1)c1ccccc1	10	7	4	-7	3	1	0.93	6	21
CCOC(=O)C1CCCN(C(=O)Nc2c(-c3ccccc3)noc2C)C1 (stereo not drawn)	2	-1	-1	-2	1	-1	1	10	-6
CCOc1ccccc1N(CC(=O)NC1CCCC1)C(=O)CCCC(=O)Nc1ccccn1	-3	-3	-1	-3	-15	-3	1	-7	11
CC1(C)C[C@@H](O)CC2(C1)C[C@]1(C)CC(O)[C@H]2C(C)(C)C1 (stereo partly drawn)	27	6	-2	-8	-105	-3	0.94	10	24
Cn1nc(C(F)(F)F)c(C#N)c1N1CCN(c2ccc(F)cc2)CC1	10	4	-2	1	-1	-4	0.96	13	-18
Cc1ccc(SCC(=O)OC(C)C(=O)NC2(C#N)CCCCC2)cc1 (stereo not drawn)	8	3	-1	-7	0	-1	0.97	15	14
CCCCCN(C(=O)CCC(=O)OCc1cccc(F)c1)c1c(N)n(CCCC)c(=O)[nH]c1=O	3	6	1	20	-2	0	0.94	12	2
COc1cc(/C=C/C(=O)OCC(=O)NCc2ccc3c(c2)OCO3)cc(OC)c1OC	-4	4	-1	-6	0	-4	0.96	11	-9

Following part:
SMILES	TIM10 inh	mIAP inh	A3A deaminase	A3G deaminase	hIAP block	beta cell repl	mIAP activ	NLRP3 yeast inh	tim10-1 inh
CNc1ccc(OC)cc1-n1cnc(-c2ccc([N+](=O)[O-])cc2)c1	-14	-5	-5	0	-17	-2	1.1	6	-8
CN(C)S(=O)(=O)c1cccc(C(=O)OCC(=O)Nc2ccc3c(c2)OCCO3)c1	6	0	2	-7	-17	-1	1	5	3
CCCCCCC#Cc1ccc2c(c1)COc1c3ccccc3nn1-2	22	1	-3	-11	5	-9	0.99	13	27
C=CCOC(=O)C1=C(C)NC(C)=C(C(=O)OCC=C)C1/C=C/c1ccccc1	11	3	2	1	9	-6	0.97	0	26
COc1ccc(N2CC(C)Cn3c2nc2c3c(=O)n(Cc3ccccc3)c(=O)n2C)c(OC)c1 (stereo not drawn)	-7	4	-4	1	-14	-4	0.96	8	11
Cc1nnc(SCC(=O)N(CC(C)C)c2c(N)n(CC(C)C)c(=O)[nH]c2=O)n1-c1ccccc1	6	1	3	-12	-2	0	0.99	13	2
N#CCC(=O)N/N=C/c1coc2ccccc2c1=O	15	10	8	9	-14	-2	0.9	-4	5
O=C(NCc1ccccn1)C1Nc2ccc(C(F)(F)F)cc2C2C=CCC12 (stereo not drawn)	5	-3	-4	-9	3	1	1	23	16
CCOC(=O)Cn1c(=O)c(C#N)cn(C(C)C)c1=O	-5	-5	-4	1	1	-2	1.1	3	-5
CC1CCCN(S(=O)(=O)c2ccc(C(=O)Nc3nnc(-c4ccncc4)o3)cc2)C1 (stereo not drawn)	-2	3	-3	-6	7	-6	0.97	17	5
Cc1nn(Cc2ccc(Cl)c(Cl)c2)c(C)c1NC(=O)c1cc(CC(C)C)on1	37	4	-1	-5	6	-6	0.96	12	16
O=C(Nc1nnc(CCc2ccccc2)s1)C1CCCO1 (stereo not drawn)	1	2	2	3	-6	-2	0.98	12	0
COc1ccc2c(c1OC)C(=O)OC2Nc1ncccc1C (stereo not drawn)	-11	-22	-7	-6	-36	0	1.2	5	-19
O=C(N[C@H](C(=O)O)c1ccccc1)C1CCC(Cn2cnc3ccccc3c2=O)CC1 (stereo partly drawn)	-13	-4	-2	-10	-4	-2	1	1	17
O=C(N/N=C/C(Br)=C/c1ccccc1)c1ccccc1F	37	9	-1	4	17	-4	0.91	28	0
CC(NC(=O)CCC1COc2ccccc2O1)c1ccccc1 (stereo not drawn)	-11	-16	-3	-5	-6	2	1.2	20	11
C=CCN1CCN(C(=O)c2oc3ccccc3c2C)CC1	-5	6	-3	-1	-32	1	0.94	2	-1
O=c1c(O)c(-c2cccs2)oc2ccccc12	65*	-14	-8	-10	-24	-6	1.1	67*	42*
Cc1cc(C)cc(-n2ncc3c2CCCC3NC(=O)c2cc(C)[nH]n2)c1 (stereo not drawn)	18	-9	0	-5	-13	1	1.1	2	19
COc1cccc(/C=N/NC(=O)c2cc3c(OC)ccc(OC)c3[nH]2)c1O	22	22	-6	-12	-86	-4	0.78	10	1
Cn1nnc(NCc2cc(Br)ccc2OCc2cccs2)n1	18	-6	-3	-2	-3	2	1.1	9	13
O=C1CN(C(=O)c2c(F)cccc2F)C(c2ccc(F)cc2)c2cc(F)ccc2N1 (stereo not drawn)	24	2	-1	-2	-14	-3	0.98	5	17
COC(=O)c1ccc(-n2c(C)cc(C(=O)CSc3ccc(NC(C)=O)cc3)c2C)cc1	27	3	-6	-4	9	0	0.97	18	35
CC(=O)N1CCc2cc(S(=O)(=O)CCC(=O)O)ccc21	8	2	2	8	-7	-1	0.98	10	18
COc1ccnc(CN(C)C(=O)C2CCC(=O)N(CCN(C)C)C2)c1 (stereo not drawn)	0	3	-4	-5	24	1	0.97	20	-6

The list goes on:
SMILES	TIM10 inh	mIAP inh	A3A deaminase	A3G deaminase	hIAP block	beta cell repl	mIAP activ	NLRP3 yeast inh	tim10-1 inh
Cn1cccc1C(=O)NCCc1ccc(Cl)cc1	-9	4	-4	-10	2	-1	0.95	24	-27
CN(C)CCCOc1ccc(Cl)cc1Br	7	6	-2	-8	13	2	0.94	6	7
CCC(CC)CN1C(Nc2ccccc2)=NC[C@@H]1C	5	-2	-3	-7	17	1	1	0	0
CCCCNC(=O)CSc1nc2ccc(Nc3nc(N4CCOCC4)nc(N4CCOCC4)n3)cc2s1	16	-26	1	-9	-8	-1	1.3	14	10
CCOC(=O)c1c(/N=C/c2cc(C)ccc2O)sc2c1CCN(C)C2	0	5	-2	-9	19	0	0.95	8	12
Cc1cccc(NC(=O)Cn2c(=O)n(Cc3ccccc3)c(=O)c3c(C)c(C)sc32)c1	15	-86	-3	-6	-10	-4	1.9	-15	16
COc1cc(NC2=CC(=O)CC(C)(C)C2)cc(OC)c1	13	-3	-2	-6	-54	-4	1	15	12
CCN(CC)CCN1C(=O)c2oc3ccccc3c(=O)c2C1c1ccc(C)cc1 (stereo not drawn)	0	1	3	-3	2	2	0.99	12	-2
C=CCn1c(CCNC(=O)c2ccccc2F)nnc1SCC(=O)Nc1ccccc1F	-1	6	2	2	-15	-1	0.94	12	-2
